MOR-DOR ag: agonists of human mu-delta opioid receptor heterodimerization | activation, % at 9.3 µM | cells, OPRM1-OPRD1 heterodimerization, luminescence | P35372+P41143 | 340,000 compounds, 0.3% hits; in the data active means activation above about 18%;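 further: 0% = vehicle-treated cells and 100% = reference agonist; values of inactives mirror those of a sister screen read the other way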
PKA-R1A activ: PKA-R1A complex activation; P00514+P68181; PKA-R1A dissociation, Cy5-IP20 fluorescence polarization; scaled: DMSO 0%, 113 µM cGMP 100%; activation, % at 11.4 µM; 340,000 compounds, 0.083% hits;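 active means percent activation above the mean of all tested compounds plus 3 SD, cut at about 19% in these data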;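 further: higher means more PKAc released from R1A so a rise in polarization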
phage Ecoli inh: E. coli growth loss with phage present | growth absorbance | inhibition, % at 11.9 µM | 360,000 compounds, 0.26% hits | AID 651602; in the data active means inhibition above about 11%
HTR5A ag ctr: activates human HTR5A in OPRM1-OPRD1 agonist counter-screen; P47898; HTR5A agonist assay, luminescence, cell-based; activation, % at 9.3 µM; 340,000 compounds, 0.61% hits; AID 504692; in the data active means activation mostly above about 9.5%, no sharp cut-off; inactive means mostly below about 7.6%;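 further: 0% = cells with vehicle only and 100% = reference agonist; strong numbers were not always called active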
Target sequence (P47898 whole entry, looked up): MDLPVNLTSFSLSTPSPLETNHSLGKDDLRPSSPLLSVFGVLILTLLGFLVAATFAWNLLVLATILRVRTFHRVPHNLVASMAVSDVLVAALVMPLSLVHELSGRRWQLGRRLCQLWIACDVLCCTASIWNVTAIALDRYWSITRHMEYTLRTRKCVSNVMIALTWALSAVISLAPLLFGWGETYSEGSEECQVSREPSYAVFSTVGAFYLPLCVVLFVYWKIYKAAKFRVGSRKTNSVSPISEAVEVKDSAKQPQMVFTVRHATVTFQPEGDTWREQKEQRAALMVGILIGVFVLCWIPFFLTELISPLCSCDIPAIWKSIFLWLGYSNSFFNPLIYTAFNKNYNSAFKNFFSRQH
DSG3 Ab inh: blocks pemphigus antibody binding to human desmoglein-3 | P32926 | DSG3-coupled beads, scFv-anti-DSG3-GFP binding, flow cytometry; hits give low values | binding (percent of control), % at 10 µM | 310,000 compounds, 0.48% hits;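 active means binding more than 3 SD below its plate's average and above zero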;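 further: hits lower antibody fragment binding to DSG3; some compounds called inactive have numbers as strong as hits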
Mot1-301 SUMO: SUMOylation pathway inhibition by Mot1-301 growth rescue. S. cerevisiae Mot1-301 growth rescue, ATP luminescence, 38.5C; percent above DMSO median, 100 means doubled. growth rescue, % at 18.8 µM. 320,000 compounds, 1% hits;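 active means every valid replicate shows activation above 250% relative to neutral control wells; inactive means the rest, any valid replicate at or below 250%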;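 further: OY570 slx delta 5 strain wells were the positive control but not used for scaling; some compounds called inactive have numbers as strong as hits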
AddAB inh: less growth of phage-infected E. coli with AddAB; AID 435030; inhibition, % at 11.9 µM; 330,000 compounds, 0.29% hits; E. coli expressing H. pylori AddAB, absorbance growth; in the data active means inhibition above about 12%;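 further: 0% = vehicle wells of infected cells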
PfHsp90 yeast 2: inhibits growth of yeast expressing Plasmodium falciparum Hsp90 | S. cerevisiae expressing PfHsp90, BacTiter-Glo ATP, 48 h; yeast lacking PDR1 and PDR3 efflux regulators | inhibition, % at 9.4 µM | 310,000 compounds, 0.32% hits;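 active means every replicate shows inhibition above about 80%, whatever the replicate mean, limit read from the data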;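 further: 0% = DMSO neutral controls and 100% = 20 µM radicicol positive controls; yeast relying on Plasmodium falciparum Hsp90 in place of its own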
Ecoli viability: bacterial growth inhibition, counter-screen for AddAB inhibitors | inhibition, % at 11.9 µM | 330,000 compounds, 0.27% hits | E. coli V3065 growth, OD600 absorbance, 18 h;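 active means inhibition above the campaign's mean inhibition across all tested compounds plus 3 SD, cut at about 9.9% in these data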;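 further: uninfected addAB+ strain grown without phage in ampicillin broth; 0% = DMSO wells and 100% = ciprofloxacin 0.95 µg/ml wells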
OPRM1-OPRD1 inv: mu-delta opioid heterodimer inverse agonism; P35372+P41143; cell-based MOR-DOR heterodimer luminescence; inhibition, % at 9.3 µM; 340,000 compounds, 0.21% hits; AID 504357; in the data active means inhibition above about 22%, passing the limit was not always enough;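 further: 0% = cells with DMSO and 100% = wells without cells with DMSO; values of inactives mirror those of a sister screen read the other way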
HTR5A inv ctr: HTR5A inverse agonism, opioid heterodimer counter-screen; P47898; AID 504634; inhibition, % at 9.3 µM; 340,000 compounds, 0.083% hits; HTR5A cell line, luminescence; in the data active means inhibition mostly above about 23%, no sharp cut-off; inactive means mostly below about 18%;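 further: 0% = cells with DMSO and 100% = no-cell wells with DMSO; some compounds called inactive have numbers as strong as hits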
Active calls of the source: *; . = no result given.

SMILES	MOR-DOR ag	PKA-R1A activ	phage Ecoli inh	HTR5A ag ctr	DSG3 Ab inh	Mot1-301 SUMO	AddAB inh	PfHsp90 yeast 2	Ecoli viability	OPRM1-OPRD1 inv	HTR5A inv ctr
O=C(Nc1ccccn1)C1CCN(S(=O)(=O)c2ccc(Cl)cc2)CC1	-3.4	-4	0.4	2	104	8	-0.2	1	-1.1	17	8
NC(=O)C1CCN(C(=O)CSc2ccccn2)CC1	-0.6	4	1.6	1	105	14	1.1	-9	-2.0	4	9
CSc1nc2sc3c(c2c(=O)[nH]1)CCCC3	-0.7	8	3.0	13	98	51	-1.1	-24	2.2	4	-32
CC(C)(C)NC(=O)NC(=O)CN1CCN(S(=O)(=O)c2ccc3c(c2)OCCO3)CC1	-3.9	-11	2.0	4	101	988*	3.1	19	2.5	20	-12
CC(=O)NS(=O)(=O)c1ccc(N/C(N)=N/c2nc(C)cc(C)n2)cc1	-1.8	-10	1.8	1	106	-11	1.8	-29	-1.0	9	0
COc1ccccc1NC(=O)C1=C(C)NC(=O)NC1c1ccccc1F (centres undefined)	-1.6	-3	0.4	0	97	-27	2.4	-11	-0.5	9	0
O=C(Nc1nc(-c2nc3ccccc3s2)cs1)c1ccco1	0.8	3	0.2	0	101	-2	-1.9	-39	-1.5	-5	0
Cc1ccc(C(=O)Nc2ccc(N3CCCC3)cc2)cc1	-1.0	-11	3.8	2	98	-15	-0.5	-7	-3.0	5	-7
Cc1ccccc1Cn1ccc(NC(=O)CCSc2nc(-c3ccco3)cc(C(F)(F)F)n2)n1	3.8	0	3.6	6	106	12	1.7	21	-3.3	-16	-7
O=C(O/N=C1/CCCc2occc21)c1ccc(Cl)cc1Cl	7.3	-1	1.2	-2	117	-5	1.1	-6	-1.5	-38	-15
CC(C)(C)c1ccc(C(=O)c2c[nH]c(C(=O)NCCCN3CCOCC3)c2)cc1	1.1	-5	3.6	7	-3.8*	11	4.2	-5	-2.0	-6	0
Cn1c(=O)c2[nH]c(N3CCCCC3)nc2n(C)c1=O	-3.1	16	0.5	3	103	-3	-1.9	8	-0.5	15	-12
CC(=O)Nc1ccc(C(=O)NNC(=O)c2cccc(C)c2)cc1	0.5	5	-2.0	-4	96	10	-1.6	-12	1.7	-3	16
Cc1ccc(NC(=O)c2c(F)cccc2Cl)cc1NS(C)(=O)=O	-2.3	-13	-1.3	0	107	310	-0.8	-13	-1.2	12	-34
N#C/C(=C/c1ccc(-c2ccc(S(N)(=O)=O)cc2)o1)C(=O)Nc1ccccc1	1.8	2	0.1	-1	97	8	1.3	-14	0.3	-9	2
COc1ccc(OC)c(S(=O)(=O)N(C)CC(=O)O)c1	-1.5	-2	3.9	0	.	1	1.1	-36	-0.5	6	1
Cc1nn(-c2ccccc2)c2[nH]c(=O)c(CNc3ccc(N4CCOCC4)cc3)cc12	1.4	-7	1.3	6	76*	.	0.6	3	-1.4	-8	-9
CCN(CC)c1ccc(CNc2ccc3c(c2)ncn3C(C)(C)C)cc1	-1.2	2	-2.3	-1	.	-7	1.0	-6	0.1	6	3
O=C(COS(=O)c1ccccc1)Nc1cc(Cl)ccc1N1CCOCC1 (centres undefined)	-2.3	-6	1.0	-3	81	17	4.7	.	-0.3	15	-3
COc1ccc(C(=O)Sc2ccc(C)cc2)cc1OC	-0.4	9	2.5	-1	.	.	0.5	1	2.1	2	-3
CCN1CCN(CCC(=O)Nc2ccccc2OC)CC1	-2.2	-3	1.1	2	102	26	1.6	-16	0.9	13	-8
CN(C)S(=O)(=O)N1CCC(Oc2cccc(C(=O)NC3CCOC3)c2)CC1 (centres undefined)	-0.7	4	0.3	-3	102	7	0.6	-9	0.1	4	3
CCOC(=O)C1CCN(C(=O)COC(=O)c2ccccc2C(=O)c2ccc(Cl)cc2)CC1	-0.1	-7	3.4	-2	.	-3	-1.2	.	-0.8	1	19
CC12CNCC(C)(CN(C(c3ccccc3)c3ccccc3)C1)C2	-2.7	-17	2.7	6	121	-19	0.2	-13	-0.5	13	-15
COc1ccc(N2CCN(S(=O)(=O)c3c(C)nc4scc(C)n4c3=O)CC2)cc1	0.8	-12	1.5	4	.	15	3.7	20	1.1	-4	3
CCOc1ccc(N2C(=O)CC(Sc3nccc(C)n3)C2=O)cc1 (centres undefined)	-1.7	-6	2.2	-3	91	-6	-1.0	-2	1.4	10	-11
O=[N+]([O-])c1ccc(COc2ccc(-c3[nH]ncc3-c3ccccc3)c(O)c2)cc1	6.7	-22	2.4	1	101	-11	2.4	20	0.6	-35	-2
CN(Cc1c(C(=O)N/N=C/c2cccc(Cl)c2)nnn1-c1nonc1N)c1ccccc1	1.7	-10	1.2	3	110	-6	2.1	-19	-0.6	-9	14
Cc1ccc(NC(=O)c2cccs2)cc1S(=O)(=O)N(C)C	-0.1	0	4.0	3	106	-15	3.3	9	0.3	0	-12
C=CCN(CC=C)C(=S)NC(=O)/C=C/c1ccc(OC)cc1	0.4	1	2.2	1	102	43	0.9	-14	-1.6	-2	-16
COc1ccc(CCNC(=O)CCn2c(=O)c3cccn3c3cccnc32)cc1OC	-4.7	-8	1.2	1	103	-10	3.9	-16	0.4	24	-3
COCCn1c(SCc2nc3ccccc3c(=O)[nH]2)nnc1-c1ccncc1	-0.9	9	0.1	1	72	.	1.2	-2	0.9	5	1
COc1ccc(C(=O)Nc2nnc(Cc3ccc(OC)c(OC)c3)s2)c(OC)c1	-0.8	-7	-0.2	2	105	151	3.3	-11	-0.2	4	-8
Cc1ccc(CNC(=O)[C@H](C)N2C(=O)N3CCc4c([nH]c5ccccc45)[C@@]3(C)C2=O)cc1	1.1	-12	2.0	0	103	5	2.9	0	-0.2	-6	-14
CCN(C(=O)CN1CCOCC1)c1c(N)n(Cc2ccccc2)c(=O)[nH]c1=O	-0.6	-8	3.4	-4	92	-6	0.5	-17	0.6	5	11
C=CCNc1nc(-c2sc(NC(C)=O)nc2C)cs1	-0.6	-2	3.5	0	.	-32	-1.3	-24	-1.5	4	1
O=C1C2CC3N1CCC31c3ccccc3-n3c1c2ccc3=O (centres undefined)	-2.3	-3	0.5	-2	100	.	.	-6	.	10	6
COc1ccc(C(=O)NC(=S)NCCc2ccccc2)cc1	1.6	-8	3.9	-2	152	-1	-0.3	-11	-1.9	-12	-10
Cn1c(=O)c2c(nc(NCc3ccc4c(c3)OCO4)n2Cc2ccccc2Cl)n(C)c1=O	-0.5	-3	0.7	-2	96	14	-2.4	.	-2.6	2	5
O=C(C1CC1)N1CCc2cc(Br)cc(S(=O)(=O)NCCCN3CCCC3)c21	-3.1	-2	0.0	-1	.	-10	0.8	.	-0.9	17	5
CC(C1CC2CCC1C2)N1CC(O)=C(c2nc3ccccc3[nH]2)C1=N (centres undefined)	0.7	-3	-3.1	4	99	1	-0.2	-4	-5.8	-4	-24
COCCNC(=O)COC(=O)c1cccnc1SC	1.0	-4	-0.7	2	105	-3	-1.3	-9	-0.7	-5	-37
Cc1cccc(OCCn2c(NC(=O)c3ccco3)nc3ccccc32)c1	0.8	-4	2.0	-4	.	-12	-2.5	-13	-2.7	-5	-19
C/C=C/C=C\C(=O)Nc1cccc(C2=NOC3(C2)C[C@@H](C(N)=O)N(C(=O)c2cc([N+](=O)[O-])cc([N+](=O)[O-])c2)C3)c1 (some centres undefined)	4.9	-4	0.2	7	105	-19	0.9	-14	0.3	-27	-17
O=C(c1ccc(OCC2CCCO2)cc1)N1CCN(c2ccccc2)CC1 (centres undefined)	0.6	4	0.8	1	65	-16	2.0	16	-2.2	-3	6
CCC1CCCCN1CCCNC(=O)CS(=O)Cc1nc(-c2ccc(OC)c(OC)c2)oc1C (centres undefined)	-2.2	1	1.4	-2	97	16	0.7	4	-0.2	12	8
O=C(CN1C(=O)NC2(CCCC2)C1=O)Nc1ccccc1	2.0	-8	2.2	3	114	-4	0.0	8	-0.8	-16	-8
CN(C)S(=O)(=O)c1cccc(NC(=O)COC(=O)c2c[nH]c(=O)[nH]c2=O)c1	-0.9	1	0.8	-1	92	-6	4.1	-1	2.5	4	4
COc1ccc([C@@H]2CC(=O)c3c(O)cc(O[C@@H]4OC(CO[C@@H]5OC(C)[C@H](O)[C@H](O)C5O)[C@@H](O)[C@@H](O)C4O)cc3O2)cc1O (some centres undefined)	-1.0	-16	3.6	5	118	5	-2.2	-5	1.5	5	15
Cc1ccc(C(=O)COC(=O)CNC(=O)Cc2ccccc2)cc1	-3.5	-1	-0.1	2	107	-2	4.3	-2	2.2	19	-19
Cc1ccc(NCc2nnc(SCC(=O)NCc3ccco3)n2CC2CCCO2)c(C)c1 (centres undefined)	-3.0	-21	0.9	1	.	-4	2.6	2	-0.9	18	-42
COc1ccc(OC)c(S(=O)(=O)Nc2ccc3[nH]c(=O)[nH]c3c2)c1	0.1	0	2.8	-2	110	-7	0.6	-4	0.9	-1	9
Cc1cccc(C)c1NC(=O)CNC(=O)C12CC3CC(CC(O)(C3)C1)C2	-3.6	0	2.5	-3	102	-8	-1.9	4	2.9	19	8
CN1/C(=C\C=C2\N=C(c3ccc(F)cc3)OC2=O)C(C)(C)c2ccccc21	0.1	-5	1.5	-2	163	-23	0.3	22	2.0	-1	-20
Cc1ccc(CN(CC(=O)N/N=C/c2ccccc2[N+](=O)[O-])S(=O)(=O)c2ccc(C)cc2)cc1	-0.4	-3	6.2	5	.	4	3.7	-14	-0.1	2	-12
Cc1ccc(C)c(NC(=O)CSc2n[nH]c(-c3ccncc3)n2)c1	0.0	-5	3.2	1	104	-1	1.6	-29	-1.2	0	9
CCOC(=O)C1C(=O)NC(SCC(N)=O)=C(C#N)C1c1ccccc1OCC (centres undefined)	-0.5	-19	2.8	1	101	7	-0.2	20	-2.1	2	-2
Cc1nonc1CN(C)C(=O)CC1C(=O)NCCN1Cc1ccccc1F (centres undefined)	-1.2	0	2.6	-2	.	-3	.	19	.	7	11
Cc1ccc(/C([O-])=C(/C(=S)NCCN2CCOCC2)[n+]2ccccc2)cc1[N+](=O)[O-]	-1.2	-16	-1.4	0	101	6	1.6	0	2.0	7	0
O=C(CSc1ccc2ccccc2c1)Nc1nc2ccccc2[nH]1	1.5	3	0.9	4	102	-11	0.4	12	-3.9	-8	3
O=C(Cc1ccccc1)NCC(=O)OCC(=O)c1ccc(Cl)c([N+](=O)[O-])c1	-15	-4	4.3	-10	98	-1	3.1	-10	0.3	90*	26

Random excerpt: 2 entries already listed, in no set order.
SMILES	MOR-DOR ag	PKA-R1A activ	phage Ecoli inh	HTR5A ag ctr	DSG3 Ab inh	Mot1-301 SUMO	AddAB inh	PfHsp90 yeast 2	Ecoli viability	OPRM1-OPRD1 inv	HTR5A inv ctr
Cc1nonc1CN(C)C(=O)CC1C(=O)NCCN1Cc1ccccc1F (centres undefined)	-1.2	0	2.6	-2	.	-3	.	19	.	7	11
CCOC(=O)C1C(=O)NC(SCC(N)=O)=C(C#N)C1c1ccccc1OCC (centres undefined)	-0.5	-19	2.8	1	101	7	-0.2	20	-2.1	2	-2

Assay outcomes from PubChem BioAssay.

Random draw from the library. Share with any hit: about 3.2%.
